# CHT PAM: CHT positive allosteric modulators, primary screen, cell-based, membrane potential dye, choline EC20. 0.49% of 310,000 active. B-score at 10 µM. High affinity choline transporter 1 (Homo sapiens), Q9GZV3. CHT-expressing cells; hits give high values; LV-AA mutant CHT in HEK293 cells;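 active = initial fluorescence not abnormally high and integrated response B-score, plate-corrected, over 3 SD above library mean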
# Target sequence (Q9GZV3 whole entry, looked up): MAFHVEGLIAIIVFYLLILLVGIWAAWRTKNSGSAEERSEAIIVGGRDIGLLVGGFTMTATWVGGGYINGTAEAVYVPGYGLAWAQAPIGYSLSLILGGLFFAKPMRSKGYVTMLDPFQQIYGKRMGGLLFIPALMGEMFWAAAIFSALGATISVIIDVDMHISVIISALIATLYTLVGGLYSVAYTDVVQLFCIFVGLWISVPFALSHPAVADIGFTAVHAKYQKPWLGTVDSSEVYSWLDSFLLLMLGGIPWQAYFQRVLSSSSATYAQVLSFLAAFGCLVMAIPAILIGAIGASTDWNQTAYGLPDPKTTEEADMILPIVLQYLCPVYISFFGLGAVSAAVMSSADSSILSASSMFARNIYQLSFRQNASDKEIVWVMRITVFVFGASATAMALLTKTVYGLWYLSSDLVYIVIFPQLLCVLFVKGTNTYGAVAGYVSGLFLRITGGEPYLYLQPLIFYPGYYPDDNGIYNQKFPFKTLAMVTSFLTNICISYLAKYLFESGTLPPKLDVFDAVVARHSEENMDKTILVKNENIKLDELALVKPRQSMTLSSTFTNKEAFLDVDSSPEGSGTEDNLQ
# STK33 kinase inh: inhibitors of purified STK33 kinase, primary screen, biochemical, ADP-Glo luminescence, homogeneous, cell-free; Serine/threonine-protein kinase 33 (Homo sapiens), Q9BYT3; AID 2661, 2010; 0.073% of 320,000 active; MBP phosphorylation; inhibition, % at 10 µM;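 active = inhibition at or above 25%, using the most active replicate where run in duplicate; inactive = inhibition below 25%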
# Target sequence (Q9BYT3 whole entry, looked up): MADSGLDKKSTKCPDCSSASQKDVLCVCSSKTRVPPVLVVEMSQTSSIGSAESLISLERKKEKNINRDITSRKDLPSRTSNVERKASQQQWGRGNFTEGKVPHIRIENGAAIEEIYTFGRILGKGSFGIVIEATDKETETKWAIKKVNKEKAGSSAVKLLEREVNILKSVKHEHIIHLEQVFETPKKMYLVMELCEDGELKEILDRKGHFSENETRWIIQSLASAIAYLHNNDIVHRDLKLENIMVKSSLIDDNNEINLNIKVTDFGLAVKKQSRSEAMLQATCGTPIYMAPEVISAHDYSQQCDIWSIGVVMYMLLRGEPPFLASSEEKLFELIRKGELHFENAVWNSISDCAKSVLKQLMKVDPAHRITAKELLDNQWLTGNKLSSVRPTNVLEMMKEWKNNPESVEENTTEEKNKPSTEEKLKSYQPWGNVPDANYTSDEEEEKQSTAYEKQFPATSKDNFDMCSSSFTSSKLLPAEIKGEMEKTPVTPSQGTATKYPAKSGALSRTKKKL
# CHT block: inhibitors of human choline transporter CHT | B-score at 10 µM | CHT-expressing cells, membrane potential dye, choline response; hits give low values | 0.86% of 310,000 active;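 active = B-score over 3 SD under the library average, and starting fluorescence ratio not unusually high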;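 note: choline stimulus applied at its EC90 after an EC20 pre-addition; B-score computed on integrated fluorescence ratio after choline addition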
# Starred values were filed as active, the others as inactive; i = inactive; / = no result given.
SMILES,CHT PAM,STK33 kinase inh,CHT block
CC12CN(Cc3ccccc3)CC(C)(CN(Cc3ccccc3)C1)C2=NO,i,0.3,i
CC(C)(C)NC(=O)c1ccnc(C(C)(C)C)c1,i,-2.0,i
CCN(CC(=O)Nc1ccccc1C(F)(F)F)C(=O)CCOc1ccccc1C,i,10,i
CCN(CC)CCNC(=O)c1cn(CC)c2cc(N3CCN(C)CC3)c(F)cc2c1=O,i,-0.9,i
O=C(N/N=C/c1ccccc1[N+](=O)[O-])c1ccncc1,i,0.0,i
Cc1ccc(NC(=O)NC2CCCc3ccccc32)cc1 (stereo not given),i,0.4,i
CN(C)S(=O)(=O)N1CCN(c2ccc([N+](=O)[O-])c(N3CCCCC3)c2)CC1,i,3.6,i
Cc1cc(-c2nn(-c3ccccc3F)cc2CNCCc2cnccn2)c(C)s1,i,-1.2,i
Cc1c(C(=O)Nc2ccc3c(c2)OCO3)oc2ccccc12,i,1.1,i
COc1cccc(NC(=O)N2CCCC2C(=O)NCc2ccccc2)c1 (stereo not given),i,-0.4,i
CCC(C(=O)Nc1ccc(S(=O)(=O)Nc2ncccn2)cc1)c1ccccc1 (stereo not given),i,0.1,i
O=C1c2ccccc2NC(c2ccccc2O)N1O (stereo not given),i,0.1,i
COc1ccc(Cl)cc1C(=O)Nc1ccccc1N1CCN(C(=O)C(C)C)CC1,i,-1.0,i
CN(C)C(=S)SCCn1c(N)nc(N(C)C)nc1=O,i,-1.6,i
CCc1ccccc1Nc1nc2ccccc2n1C(C)C,i,-0.9,i
c1ccc(-c2n[nH]c(-c3ccccn3)n2)cc1,i,0.6,i
CC(C)(C)c1ccc(C(=O)Nc2ccc(NC(=O)c3ccco3)cc2)cc1,i,0.2,i
O=C1C(=O)N(CCc2c[nH]c3ccccc23)C(c2cccnc2)/C1=C(/O)c1ccccc1 (stereo not given),i,-0.5,-6.3*
O=C(N/N=C/C(Br)=C/c1ccccc1)c1cccs1,i,0.1,i
CCOC(=O)C1=C(CN2CCCCCC2)NC(=O)NC1c1ccc2c(c1)OCO2 (stereo not given),i,2.3,i
COc1ccc(/C=N/S(=O)(=O)CCc2ccccc2)c(OC)c1,i,/,i
Cc1cc(C)c(NC(=O)CN2C(=O)NC(CCc3ccccc3)C2=O)c(C)c1 (stereo not given),i,-1.0,i
COCC1CCN(C(=O)C2CCN(c3nc(-c4ccccc4)nc4c3CCC4)CC2)C1 (stereo not given),i,1.0,i
O=C(NCc1ccc(Cl)cc1)c1ccc(CS(=O)Cc2cccc(Cl)c2)o1 (stereo not given),i,-0.2,i
Cc1c(NC(=O)CN2CCC(C(N)=O)CC2)cccc1[N+](=O)[O-],i,0.2,i

# Four entries from above, arranged by the value under STK33 kinase inh, ascending.
SMILES	STK33 kinase inh
CC(C)(C)NC(=O)c1ccnc(C(C)(C)C)c1	-2.0
CN(C)C(=S)SCCn1c(N)nc(N(C)C)nc1=O	-1.6
CC(C)(C)c1ccc(C(=O)Nc2ccc(NC(=O)c3ccco3)cc2)cc1	0.2
Cc1ccc(NC(=O)NC2CCCc3ccccc32)cc1 (stereo not given)	0.4

# Next section:
SMILES,CHT PAM,STK33 kinase inh,CHT block
O=C(Nc1ccc(S(=O)(=O)Nc2cnc3ccccc3n2)cc1)c1ccc(F)cc1,i,-1.8,i
COCCNC(=O)c1onc(CSc2ccc(C)c(C)c2)c1C(=O)O,i,-1.8,i
COc1ccc(C(=O)Oc2ccc(=O)n(-c3ccccc3)n2)cc1,i,0.0,i
Cc1nn(-c2ccccc2)c(Cl)c1C(=O)NCCCCNC(=O)c1c(C)nn(-c2ccccc2)c1Cl,i,1.5,i
O=C(NCC1CCN(Cc2ccc(Cl)cc2)CC1)C1CCCN(c2ncnc3c2nc2n3CCCCC2)C1 (stereo not given),i,-2.0,i
CCOC(=O)c1cccc(N2C(=O)C3C4C=CC(CC4)C3C2=O)c1 (stereo not given),i,2.3,i
COc1ccc(-c2nc(CSCC(=O)NCCCN3CCCC3=O)c(C)o2)cc1OC,i,-2.0,i
CN1CCN(c2ccc(S(=O)(=O)N3CCCCC3)cc2NC(=O)/C=C/c2ccc(OC(F)F)cc2)CC1,i,-0.9,i
COCCn1c(N)c(C(=O)NCC2CCCO2)c2nc3ccccc3nc21 (stereo not given),i,1.1,i
COc1cc(/C=N/S(=O)(=O)c2ccccc2)cc(OC)c1O,i,-3.9,i
CC(C)CC(=O)Nc1ccc2c(c1)nc(CCN1CCOCC1)n2C,i,-0.9,i
CCCOc1ccc(-c2cc(C(=O)NCC3CCCO3)c3ccccc3n2)cc1 (stereo not given),i,-1.9,i
N#CC(C#N)=c1ccc2c(c1)N1C3=C(CCCC3)CC3CCCCC31N=2 (stereo not given),i,7.6,-11*
Cc1ccc(S(=O)(=O)N(C)C)cc1NC(=O)COC(=O)CCC1CCCCC1,i,0.2,i
CCOC(=O)c1c(N/N=C/c2ccncc2)n[nH]c1C,i,3.8,i
O=C(N/N=C/c1cc([N+](=O)[O-])ccc1N1CCNCC1)c1ccc([N+](=O)[O-])cc1,i,-2.4,i
Cc1ccc(CNC(=O)C2CCN(S(=O)(=O)c3c(C)noc3C)CC2)cc1,i,-2.2,i
CCCS(=O)(=O)c1nc(S(=O)(=O)c2ccc(C)cc2)c(N2CCC(C)CC2)s1,i,-5.6,i
COc1ccc(N2C(=O)CC(c3ccc([N+](=O)[O-])cc3)C2=O)cc1 (stereo not given),i,-0.2,i
O=C(NC12CC3CC(CC(C3)C1)C2)c1ccc(-c2ccc(Br)cc2)o1,i,/,i
O=C(Cn1cccn1)N1CCCC(N2CCN(c3ccccc3F)CC2)C1 (stereo not given),i,-2.3,i
CC(=O)Nc1cccc(NC(=O)COc2nncc3ccccc23)c1,i,0.6,i
O=S(=O)(NCCN1CCOCC1)c1ccc(Cl)s1,i,-1.5,i
COC(=O)c1ccc(C2NC(=S)N(c3ccccc3)C(C)=C2C(=O)Nc2ccccc2OC)cc1 (stereo not given),i,-0.8,i
CCNc1nc(NCC)n2c(SCC(=O)Nc3ccc(Br)cc3F)nnc2n1,i,-1.5,i

# Carrying on:
SMILES,CHT PAM,STK33 kinase inh,CHT block
S=C(c1cn(CCOc2ccccc2)c2ccccc12)N1CCCC1,i,0.4,i
N#CCSc1nnc2ccc3ccccc3n12,i,0.9,i
O=C(CCC1CCCN(C(=O)C2CCCC2)C1)NCc1ccc(F)c(F)c1 (stereo not given),i,-1.4,i
CC1(C)C(CSc2nc3ccccc3[nH]2)C1(Cl)Cl (stereo not given),i,-0.6,i
COc1ccc(-c2cc3nc(C4CCN(C(=O)OC(C)(C)C)CC4)c(C(=O)O)cn3n2)cc1,i,-0.3,i
COc1ccccc1NC(=O)COc1ccc(/C=N/NC(=O)c2cccnc2)cc1,i,-1.0,i
COc1ccc(S(=O)(=O)N(CC(=O)NCCCN(C)C)c2ccc(C)cc2)cc1OC,i,0.2,i
OC1(C(F)(F)F)CC(c2ccc3ccccc3c2)=NO1 (stereo not given),i,-0.7,i
CC(C)c1ccc2c(c1)C(=O)NC(C)(C)C2,i,-1.0,i
C#CCOCCOCCOCCNc1nc(N2CCN(C(=O)[C@H]([C@@H](C)CC)n3cc([C@@H](N)CC(C)C)nn3)CC2)nc(N2CCN(C(=O)[C@H](Cc3cc4ccccc4[nH]3)n3cc([C@@H](N)Cc4ccc(O)cc4)nn3)CC2)n1,i,-1.8,i
Cc1cc(NC(=O)CSc2cn(C)c3ccccc23)no1,i,-1.9,i
Cc1cc(C)n2nc(S(=O)(=O)NC(C)(C)C)nc2n1,i,3.0,i
Cc1cc2cc(CN(Cc3cccs3)C(=S)NCC3CCCO3)c(=O)[nH]c2cc1C (stereo not given),i,-2.1,i
CCOc1ccc(N2C(=O)CC(NCCNc3ccc([N+](=O)[O-])cn3)C2=O)cc1 (stereo not given),i,-0.5,i
CC(C)Sc1nc2ccccc2n1CC(=O)O,i,-1.4,i
c1ccc(CNc2ncnc3c2cnn3-c2ccccc2)cc1,i,0.2,i
Cc1ccnc(NC(=O)CCC(=O)N(CC(=O)NC2CCCCC2)C2CCCC2)c1,i,-1.1,i
C=C(C)COc1ccc2c(C)c(C)c(=O)oc2c1OCC(=C)C,i,-0.6,i
Nc1nc(CSc2nc3ccccc3s2)nc(N2CCCCC2)n1,i,-0.3,i
CC(=O)N1CCN(Cc2nc3cc(NC(=O)NC4CCCCC4)ccc3n2C)CC1,i,-1.7,i
COc1ccc(/C=C2/SC(=S)N(CCCC(=O)Nc3cccc(O)c3)C2=O)cc1,i,-0.7,i
COc1ccc2oc(C(=O)OCc3nnc(-c4ccccc4)o3)c(C)c2c1,i,0.6,i
S=c1nccc(-c2ccc(Cl)cc2)[nH]1,i,-1.8,i
O=C(Cn1c(=O)oc2ccccc21)N1CCN(c2ccc(N3CCOCC3)nn2)CC1,i,3.4,i
Brc1ccccc1OCCOCCOc1cccc2cccnc12,i,-1.5,i

# Three entries from above, bar-delimited.
Compound | CHT PAM | STK33 kinase inh | CHT block
Cc1cc2cc(CN(Cc3cccs3)C(=S)NCC3CCCO3)c(=O)[nH]c2cc1C (stereo not given) | i | -2.1 | i
CCOc1ccc(N2C(=O)CC(NCCNc3ccc([N+](=O)[O-])cn3)C2=O)cc1 (stereo not given) | i | -0.5 | i
CC(C)Sc1nc2ccccc2n1CC(=O)O | i | -1.4 | i

# Later entries
SMILES,CHT PAM,STK33 kinase inh,CHT block
Cc1cc(Cl)ccc1C(=O)C1CCCN(C(=O)c2ccoc2)C1 (stereo not given),i,1.3,i
CCOC(=O)c1ccc(NC(=O)c2ccnn2C)cc1,i,-0.9,i
O=C(Nc1ccc2c(c1)nc1n2CCCCC1)c1cc(S(=O)(=O)N2CCOCC2)ccc1Cl,i,-0.7,i
COc1ccccc1N1C(N)=NC(N)=NC12CCCCC2,i,0.5,i
CCCNC(=O)c1onc(CSc2ccccc2)c1C(=O)NCCC,i,0.5,i
CC1=C(C(=O)OCc2ccc3c(c2)OCO3)C(c2ccc(Cl)cc2)NC(=O)N1 (stereo not given),i,/,i
CC1(C(=O)NC2CCCC2)CCC(=O)N1Cc1ccc2c(c1)OCO2 (stereo not given),i,-1.4,i
CCn1cc(C(=O)Nc2ccc(Cl)cc2Cl)cn1,i,3.8,i
CCOC(=O)C1CCN(C(=O)Cn2cnc3sc(C)c(S(=O)(=O)N4CCCCC4)c3c2=O)CC1,i,1.1,i
Cc1[nH]n(-c2ccc(Cl)cc2)c(=O)c1C=NC12CN3CN(CN(C3)C1)C2,i,0.2,i
CCNC(=O)C(=O)N1CCC2(CC1)OCCN2S(=O)(=O)c1ccc(C)cc1,i,0.1,i
Cc1ccc(-c2nc(CN3CCN(C(=O)C4CCCO4)CC3)cs2)cc1 (stereo not given),i,-0.7,i
O=C(OCc1cccc(Cl)c1)c1cc([N+](=O)[O-])ccc1N1CCOCC1,i,-1.8,i
Cc1cc(=O)[nH]c(N/N=C/c2cc(C)n(-c3ccccc3)c2C)n1,i,-0.5,i
COc1ccccc1NC(=O)CCCN1C(=O)C(c2ccccc2)Oc2cccnc21 (stereo not given),i,0.4,i
Cc1c(Br)c(=O)oc2c(Br)c(O)ccc12,i,-1.4,i
C=CCN(c1ccccc1)S(=O)(=O)c1ccc2[nH]cc(C(=O)NCCOC)c(=O)c2c1,i,-1.7,i
Cc1ccc(Oc2ncnc3sccc23)cc1,i,-1.4,i
COc1ccc(NC(=S)Nc2ccc3nsnc3c2)cc1,i,1.2,i
Cc1ccc(NC(=S)Nc2cccc(S(=O)(=O)Nc3c(C)n(C)n(-c4ccccc4)c3=O)c2)cc1,i,-1.2,i
O=C(c1ccc(S(=O)(=O)N2CCCC2)cc1)N1CCN(c2ccccc2)CC1,i,1.2,i
COc1ccc(N(CC(=O)NCCc2ccc(OC)c(OC)c2)S(=O)(=O)c2c(C)noc2C)cc1,i,-1.8,i
COc1ccnc(N2CCN(c3ccc(Cl)cc3)CC2)c1C#N,i,1.6,i
CCOC(=O)Cc1c(C)c2c(C)nn(-c3ccccc3)c2oc1=O,i,-1.8,i
Cc1ccc(C(=O)N(CCCN(C)C)c2nc3ccc(Cl)cc3s2)cc1C,i,1.0,i

# The list goes on.
SMILES,CHT PAM,STK33 kinase inh,CHT block
Cc1ccc(NC(NC(=O)c2cccnc2)C(Cl)(Cl)Cl)cc1 (stereo not given),i,0.2,i
O=C(CN1C(=O)NC2(CCCC2)C1=O)Nc1cccc(Cl)c1Cl,i,0.6,i
O=C(N=c1ccn(-c2nc3ccccc3nc2NS(=O)(=O)c2ccc(Cl)cc2)cc1)c1cccs1,i,-0.9,i
COc1ccc(-c2nc(C#N)c(N3CCCCC3)o2)cc1,i,0.5,i
C=CCNC(=O)C(=O)NCCCN1CCOCC1,i,-0.8,i
O=C(C(Cc1ccccc1)N1C(=O)C2C3CCC(C3)C2C1=O)N1CCCCC1 (stereo not given),i,-3.1,i
CCCOC1CCCN(Cc2nc(-c3ccc(C(=O)OC)cc3)no2)C1 (stereo not given),i,-0.7,i
COc1ccc(-n2c(C)cc(C(=O)COc3ccc(C)nc3[N+](=O)[O-])c2C)cc1,i,-0.3,i
Cc1ccc(C(=O)N2CCN(c3ccccc3O)CC2)cc1S(=O)(=O)N1CCCCC1,i,-1.0,i

# Exported with tabs: part of the list above
molecule	CHT PAM	STK33 kinase inh	CHT block
O=C(C(Cc1ccccc1)N1C(=O)C2C3CCC(C3)C2C1=O)N1CCCCC1 (stereo not given)	i	-3.1	i
CCCOC1CCCN(Cc2nc(-c3ccc(C(=O)OC)cc3)no2)C1 (stereo not given)	i	-0.7	i
COc1ccc(-n2c(C)cc(C(=O)COc3ccc(C)nc3[N+](=O)[O-])c2C)cc1	i	-0.3	i
Cc1ccc(C(=O)N2CCN(c3ccccc3O)CC2)cc1S(=O)(=O)N1CCCCC1	i	-1.0	i

# Hits appear at their usual frequency; overall some 1.5% were active at least once.
